Runt-CBFb FRET – inhibitors of human RUNX1 Runt domain binding to CBFb; Q01196+Q13951; Cerulean-Runt/Venus-CBFb FRET ratio 530/480, 1 h; inhibition, % at 20 µM; 220,000 tested, 0.46% active; AID 1496;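 active = inhibition over about 50% at 20 µM in the single-dose screen, limit read from the data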;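 note: 0% = DMSO wells and 100% = excess unlabeled CBFb competitor control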
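Schedule: protein complex preformed 1 h, compound exposure 1 h, room temperature, dark; test system: Cerulean-labeled Runt domain protein; amount: 100 nM per protein; buffer or medium: Tris 50 mM pH 7.5, KCl, K2SO4, 0.01% BSA; read-out: loss of energy transfer signal; detection: FRET fluorescence; controls: 5 µM unlabeled CBFb as full-inhibition high control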
Hck-Nef inh – inhibitors of human Hck kinase activated by Nef | P08631 | Recombinant Hck-YEEI plus Nef, Z-Lyte FRET kinase assay | inhibition, % at 20 µM | 220,000 tested, 0.68% active | AID 463187;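 active = Hck-Nef kinase inhibition above about 50%, limit read from the data; inactive = inhibition below that limit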;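 note: 0% = DMSO with Hck plus Nef and 100% = Hck alone without Nef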
Target sequence (P08631 whole entry, looked up): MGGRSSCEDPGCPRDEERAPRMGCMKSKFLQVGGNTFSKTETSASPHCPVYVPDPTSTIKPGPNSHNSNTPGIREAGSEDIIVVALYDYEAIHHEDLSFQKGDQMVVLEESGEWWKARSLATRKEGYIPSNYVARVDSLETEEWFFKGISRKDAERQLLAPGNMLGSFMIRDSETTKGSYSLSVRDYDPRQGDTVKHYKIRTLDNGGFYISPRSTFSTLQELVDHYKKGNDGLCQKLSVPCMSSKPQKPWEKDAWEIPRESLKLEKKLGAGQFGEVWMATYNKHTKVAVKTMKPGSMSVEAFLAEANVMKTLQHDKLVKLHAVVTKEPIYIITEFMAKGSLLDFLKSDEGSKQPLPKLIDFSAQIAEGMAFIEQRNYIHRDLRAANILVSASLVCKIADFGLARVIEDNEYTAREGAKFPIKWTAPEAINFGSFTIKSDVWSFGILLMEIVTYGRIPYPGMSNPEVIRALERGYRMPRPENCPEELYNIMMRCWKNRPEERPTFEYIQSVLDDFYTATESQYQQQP
MDM2 E3 inh – blocks human Mdm2 ubiquitin ligase activity. Q00987. cell-based MDM2 ubiquitination luciferase reporter, 2 h; 0 = plate control, 100 = twice control, blank-subtracted. 210,000 tested, 0.11% active. AID 1230. signal enhancement, % at 5 µM;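 active = signal enhancement of 30% or more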;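 note: luminescence tracks abundance of the self-degrading MDM2-luciferase fusion protein; higher signal means inhibition of MDM2 E3 ligase activity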
Target sequence (Q00987 whole entry, looked up, the tested form may be a part): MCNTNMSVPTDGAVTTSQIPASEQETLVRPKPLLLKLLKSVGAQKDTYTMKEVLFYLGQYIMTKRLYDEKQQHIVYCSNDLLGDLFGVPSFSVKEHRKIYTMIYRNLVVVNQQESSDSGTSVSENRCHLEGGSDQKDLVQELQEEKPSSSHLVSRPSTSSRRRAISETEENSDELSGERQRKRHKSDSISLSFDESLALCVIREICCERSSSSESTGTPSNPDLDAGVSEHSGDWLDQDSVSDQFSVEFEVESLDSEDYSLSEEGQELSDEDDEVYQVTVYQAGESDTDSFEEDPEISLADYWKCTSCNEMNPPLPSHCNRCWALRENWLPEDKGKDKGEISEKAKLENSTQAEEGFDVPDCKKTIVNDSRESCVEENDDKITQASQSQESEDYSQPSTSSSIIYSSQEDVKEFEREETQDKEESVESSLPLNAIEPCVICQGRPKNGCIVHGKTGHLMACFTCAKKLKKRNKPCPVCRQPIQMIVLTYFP
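test system = mammalian cells stably expressing self-ubiquitinating, self-degrading MDM2 E3–luciferase fusion | quantity = 2000 cells/well | incubation = cell settling 4 h, compound treatment 2 h, both 37 °C | signal = luminescence with SteadyLite reagent, 15 min at room temperature | evaluation = % enhancement relative to plate controls after blank subtraction | benchmarks = plate controls and plate blanks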
NPY2 pot ag – human NPY-Y2 potentiation or agonism, primary screen; P49146; cells expressing NPY-Y2, potentiator/agonist read-out; activation, % at 3.6 µM; 220,000 tested, 0.45% active; AID 1359; in the data active = activation above about 27%;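 note: cells stimulated with NPY near EC25 plus isoproterenol at EC100; 0% = vehicle plus submaximal agonist and 100% = vehicle plus saturating agonist; some results beyond the cut were filed as inactive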
NPY1 pot ag – potentiates or activates human NPY-Y1 receptor; NPY-Y1 expressing cells, potentiator/agonist activation; activation, % at 3.6 µM; 220,000 tested, 0.37% active; AID 1304; in the data active = activation above about 33%, passing the limit was not always enough;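 note: cells stimulated with NPY at EC10 then isoproterenol at EC100; 0% = low agonist plus stimulus and 100% = saturating agonist plus stimulus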
p97 inhibitor – inhibitors of human p97 ATPase; 220,000 tested, 0.42% active; AID 1481; P55072; inhibition, % at 8 µM; recombinant p97 ATPase, Kinase-Glo ATP luminescence, 3 h; in the data active = inhibition above about 15%;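 note: 0% = DMSO vehicle and 100% = wells lacking enzyme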
Runt-SMMHC FRET – blocks binding of human RUNX1 Runt domain to CBFb-SMMHC; AID 1434; inhibition, % at 20 µM; Cerulean-Runt/Venus-CBFb-SMMHC FRET ratio 530/480, 1 h; 220,000 tested, 0.74% active; Q01196+Q13951;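 active = mean inhibition across duplicate retests at 20 µM reaching about 50%, limit read from the data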;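 note: 0% = DMSO wells and 100% = wells with excess untagged CBFb-SMMHC; inhibitors lower the FRET ratio by blocking Runt binding to CBFb-SMMHC; some results filed as inactive read as strong as hits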
RBBP9 inhibitor – inhibitors of human serine hydrolase RBBP9 | recombinant RBBP9, FP-Rh probe fluorescence polarization | 220,000 tested, 0.2% active | inhibition, % at 7.94 µM | O75884 | AID 1515;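 active = inhibition above the campaign mean of all tested compounds plus 3 SD, cut at about 14% in these data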;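 note: plate controls were DMSO wells with RBBP9 for no effect and wells lacking RBBP9 protein for full effect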
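System: RBBP9 protein / Quantity: 2.5 µM RBBP9 dispensing solution, before mixing / Also added: Serine-hydrolase probe FP-Rh, 375 nM pre-mixing / Dosing: 7.94 µM single dose, 0.794% DMSO / Timing: enzyme-compound preincubation 30 min, then probe labeling 45 min, 25 °C / Signal: FP readout at 525/598 nm / Controls: DMSO-treated enzyme wells and wells lacking RBBP9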
NPY Y1 blocker – antagonists of human neuropeptide Y receptor Y1. P25929. HEK293-CNG Y1 cells, membrane potential fluorescence; NPY at EC95, then isoproterenol. inhibition, % at 3.6 µM. 200,000 tested, 1% active;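 active = inhibition above the campaign mean inhibition of all tested compounds plus 3 SD, cut at about 20% in these data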;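 note: 0% = DMSO wells given NPY plus isoproterenol and 100% = isoproterenol alone without NPY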
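Test system: HEK293 cells co-expressing NPY Y1 receptor and cyclic-nucleotide gated channel; Also added: NPY (25 nM), isoproterenol (1 µM), Ro 20-1724 (25 µM); Compound dosing: one concentration, 3.6 µM, in 0.4% DMSO; Timing: dye 3 h, compound 60 min room temperature, stimulation 45 min; Technique: Membrane-potential fluorescent dye readout.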
Numbers without * were called inactive; / = no result given.

SMILES	Runt-CBFb FRET	Hck-Nef inh	MDM2 E3 inh	NPY2 pot ag	NPY1 pot ag	p97 inhibitor	Runt-SMMHC FRET	RBBP9 inhibitor	NPY Y1 blocker
Cc1cccc(NC(=O)c2cc(-c3ccccn3)nc3ccccc23)c1C	0	-13	-8	-59	-122	-3	-3	-7	39*
CC(=O)c1sc(NC(=O)COc2ccc([N+](=O)[O-])cc2)nc1C	-1	22	-10	8	20	4	-1	-5	1
CC1(C)Cc2ccccc2-c2nc(NCCCO)n(-c3ccccc3)c(=O)c21	-2	9	-5	1	-6	2	1	-2	-1
O=C(CC1C(=O)NCCN1Cc1c(F)cccc1Cl)NCc1ccccc1 (centres undefined)	/	27	-20	3	16	-1	/	-7	-1
CCc1ccccc1NC(=O)c1cc2ncc(Br)cn2n1	1	1	-7	5	-1	-5	-2	-1	-1
c1ccc(CNCc2ccc3c(c2)OCO3)nc1	0	10	/	-11	-13	1	8	2	0
Cn1c(SCC(=O)NCc2ccco2)nnc1-c1cccs1	1	14	-1	4	31	2	-1	-4	-7
Fc1ccccc1C1CC(c2ccco2)=Nc2ccccc2S1 (centres undefined)	50*	11	/	-16	9	1	3	-6	/
COc1cc(C)nc(OCCNS(=O)(=O)c2cc(C)ccc2C)n1	1	0	-19	3	10	-3	-1	9	-2
Cn1c(=O)oc2cc(S(=O)(=O)N3CCC(C(=O)NCCc4ccccc4)CC3)ccc21	-2	24	-1	8	3	2	2	2	/
Cc1ccc(S(=O)(=O)N2Cc3ccccc3CC2C(=O)Nc2cc(C)on2)cc1 (centres undefined)	-2	1	-12	-12	3	0	-1	-5	-3
Cc1ccc(NC(=S)NC(NC(=O)c2ccccc2C)C(Cl)(Cl)Cl)c(C)c1 (centres undefined)	/	0	3	5	8	4	4	-5	1
N#C/C(=C\c1cc2ccccc2nc1N1CCCCC1)C(N)=O	-8	12	2	9	6	5	-11	-1	-4
O=C(COC(=O)c1cc(-c2ccc(F)cc2)nc2ccccc12)NCC1CCCO1 (centres undefined)	-47	15	-5	-13	-15	-6	-20	-14	5
COc1ccc(-c2nn(-c3ccccc3)cc2/C=C/C(=O)N2CCN(c3ccccn3)CC2)cc1	-6	23	-70	-1	-9	4	-4	-23	3
C[C@H](NC(=O)Nc1cccc(C(F)(F)F)c1)C(=O)O	-4	2	-3	7	-3	2	-2	-5	1
C/C(=N\NC(=O)CN1CCN(Cc2ccccc2)CC1)c1ccncc1	-1	8	-8	8	-24	-2	0	-8	/
Cc1cc(C)c(N=C2CCCN2Cc2ccccc2)c(C#N)c1	-6	6	-8	11	5	2	-1	0	6
O=C(NCCc1ccc(Cl)cc1)C1CCN(S(=O)(=O)c2ccc(-n3cnnn3)cc2)CC1	-2	0	-12	8	0	3	2	-5	-1
CC1CCCC(NC(=O)COC(=O)c2cccc(NS(=O)(=O)/C=C/c3ccccc3)c2)C1C (centres undefined)	0	1	1	8	-11	2	4	-2	2
C[C@@H]1C[C@H]2[C@@H]3CCC4=CC(=O)C=C[C@]4(C)[C@@]3(F)[C@@H](O)C[C@]2(C)[C@@]1(O)C(=O)COP(=O)(O)O	0	-5	/	0	-11	7	1	-3	0
Cc1sc2nc(CSCC(=O)Nc3ccc(OC(F)F)cc3)[nH]c(=O)c2c1C	-3	21	-1	-5	1	-2	-6	5	-4
O=C(Nc1cccc(S(=O)(=O)C(F)F)c1)c1ccc(S(=O)(=O)N2CCOCC2)cc1	1	1	-16	2	19	-7	-1	-2	-6
Cc1ccc2oc(=O)c3cc(C(=O)Nc4cc(-c5cccc(F)c5)no4)sc3c2c1	2	8	/	14	1	5	1	-11	-1
Cc1cc(=O)[nH]c(SCC(=O)Nc2nc3ccccc3s2)n1	9	-11	-13	-11	-3	1	2	-5	-4
COc1cc2c(cc1NC(=O)CN1CCN(S(=O)(=O)c3ccccc3F)CC1)oc1ccccc12	4	4	-5	6	10	0	-2	-8	1
Cc1ccccc1-c1nnc(SCc2ccccc2)o1	-2	2	17	-17	-13	-5	-2	-18	6
CC(C)NC(=O)Cn1c(SCC(=O)N2CCc3ccccc3C2)nc2ccccc21	-1	-2	-19	11	9	1	3	-5	-8
CC(=O)OCC1OC(n2ccc(=O)[nH]c2=O)C(O)C1O (centres undefined)	-1	0	-19	8	14	6	-2	5	-9
Cc1ccc(OCC(=O)N2CCN(S(=O)(=O)c3ccccc3)CC2)c([N+](=O)[O-])n1	3	3	-12	-8	8	3	2	2	-4
CCCN1CCN(CCCNC(=O)c2cc3c(=O)n(C)c4ccccc4c3n2C)CC1	2	1	3	-18	-1	-2	1	0	1
O=C(CN1CCN(Cc2ccccc2)CC1)Nc1ccc(S(=O)(=O)N2CCOCC2)cc1	0	4	7	8	9	5	3	-6	-3
Cc1ccccc1-c1oc(C)c(C)[n+]1[O-]	0	22	-5	-20	24	1	0	-4	-5
O=C(CCC1CCCN(C(=O)Cc2ccc(F)cc2)C1)N1CCN(c2ccccn2)CC1 (centres undefined)	-2	0	-16	3	1	0	2	2	9
CN(Cc1nccn1C)C(=O)c1cc(COc2ccc3ncccc3c2)on1	2	17	-1	6	20	5	0	-1	-1
CCc1ccc(N(C(=O)Cc2cccs2)C(C(=O)NC2CCCCC2)c2cn(C)nc2C)cc1 (centres undefined)	-6	2	-7	10	-6	2	-2	-9	0

Arranged by the number under Runt-SMMHC FRET (high to low): six from the list above
SMILES	Runt-CBFb FRET	Hck-Nef inh	MDM2 E3 inh	NPY2 pot ag	NPY1 pot ag	p97 inhibitor	Runt-SMMHC FRET	RBBP9 inhibitor	NPY Y1 blocker
CC1CCCC(NC(=O)COC(=O)c2cccc(NS(=O)(=O)/C=C/c3ccccc3)c2)C1C (centres undefined)	0	1	1	8	-11	2	4	-2	2
Cc1ccc(OCC(=O)N2CCN(S(=O)(=O)c3ccccc3)CC2)c([N+](=O)[O-])n1	3	3	-12	-8	8	3	2	2	-4
Cc1cc(C)c(N=C2CCCN2Cc2ccccc2)c(C#N)c1	-6	6	-8	11	5	2	-1	0	6
CCc1ccccc1NC(=O)c1cc2ncc(Br)cn2n1	1	1	-7	5	-1	-5	-2	-1	-1
COc1ccc(-c2nn(-c3ccccc3)cc2/C=C/C(=O)N2CCN(c3ccccn3)CC2)cc1	-6	23	-70	-1	-9	4	-4	-23	3
N#C/C(=C\c1cc2ccccc2nc1N1CCCCC1)C(N)=O	-8	12	2	9	6	5	-11	-1	-4

Next section
SMILES	Runt-CBFb FRET	Hck-Nef inh	MDM2 E3 inh	NPY2 pot ag	NPY1 pot ag	p97 inhibitor	Runt-SMMHC FRET	RBBP9 inhibitor	NPY Y1 blocker
Cn1cccc1Cc1nnc(SCC(=O)Nc2ccccc2F)n1-c1ccc(F)cc1	4	23	-10	11	5	0	1	-6	-1
COc1ccccc1-c1c(C#N)c(N)nc2c1CCC2	22	8	14	11	-1	-5	62*	-2	/
N#Cc1ccccc1NCc1ccccc1	-2	13	-5	20	-1	1	2	-4	8
O=C(CSc1nc2ccccc2[nH]1)NCc1ccc(F)cc1	2	-21	3	-6	-13	0	0	-3	0
COc1ccc(NC(=S)N/C(=N/CS(=O)(=O)c2ccccc2)c2ccccc2)cc1	1	10	1	2	-23	-3	4	-10	4
COc1ccccc1NS(=O)(=O)c1cccc(C(=O)N/N=C(\C)c2ccc3c(c2)OCCO3)c1	0	3	2	1	-8	1	1	-10	4
CCCCC(=O)Nc1nc2c(OC)ccc(OC)c2s1	0	1	-5	4	-3	-4	1	-8	3
CCN(CC)S(=O)(=O)c1ccc(NC(=O)COc2nc3ccccc3nc2N2CCOCC2)cc1	-4	3	-11	-1	21	1	0	-3	-2
CCN1C(=O)/C(=C/c2ccc(C)s2)SC1=Nc1ccc(OC)cc1	-3	0	-15	-14	10	3	-9	-5	6
CC1(C)CC(=O)C(C(c2cccnc2)C2C(=O)CC(C)(C)CC2=O)C(=O)C1	2	1	-6	10	10	4	3	-6	4
COC(=O)c1c(C)oc(C)c1S(=O)(=O)NC(C)(C)C	0	8	-15	-20	16	3	-2	5	/
Cc1ccc(CSc2nnc(SCC(=O)N/N=C/c3c(C)nn(-c4ccccc4)c3C)s2)cc1	-6	0	-7	5	-2	3	-5	0	8

One compound at a time (already shown). Order of values: Runt-CBFb FRET	Hck-Nef inh	MDM2 E3 inh	NPY2 pot ag	NPY1 pot ag	p97 inhibitor	Runt-SMMHC FRET	RBBP9 inhibitor	NPY Y1 blocker
CCN1C(=O)/C(=C/c2ccc(C)s2)SC1=Nc1ccc(OC)cc1 in the list: -3	0	-15	-14	10	3	-9	-5	6
Cn1cccc1Cc1nnc(SCC(=O)Nc2ccccc2F)n1-c1ccc(F)cc1 in the list: 4	23	-10	11	5	0	1	-6	-1
CCN(CC)S(=O)(=O)c1ccc(NC(=O)COc2nc3ccccc3nc2N2CCOCC2)cc1 in the list: -4	3	-11	-1	21	1	0	-3	-2

(list continues)
SMILES	Runt-CBFb FRET	Hck-Nef inh	MDM2 E3 inh	NPY2 pot ag	NPY1 pot ag	p97 inhibitor	Runt-SMMHC FRET	RBBP9 inhibitor	NPY Y1 blocker
COc1c(F)c(F)c(C(=O)Nc2ccccc2N2CCN(C(=O)C(C)C)CC2)c(F)c1F	0	7	2	-2	-23	-2	-1	-4	5
COc1ccc(CCN(C(=O)c2cccc(F)c2)C2CC(=O)N(c3ccccc3)C2=O)cc1 (centres undefined)	-3	1	-9	5	3	3	-1	-6	-3
O=C(N/N=C/c1ccccc1Cl)c1ccc(F)cc1	-2	2	-3	-1	-3	-1	2	-1	4
Cc1ccc(S(=O)(=O)N(C)C)cc1NC(=S)NC12CC3CC(CC(C3)C1)C2	2	-2	-10	5	-12	-8	-1	-14	5
CCOC(=O)c1cc(-c2ccccc2)sc1NC(=O)c1ccc(OC)c(OC)c1	35	2	-13	-14	-4	-3	19	-1	2
COCCCNC(=O)c1cc(C(=O)c2c(-c3c(Cl)cccc3Cl)noc2C)c[nH]1	-2	0	1	0	3	-2	1	-9	-1
Clc1ccc(CSc2nnc(Cn3cnc4ccccc43)o2)cc1	-1	11	-19	21	-20	-4	-4	-9	-6
